# Screens from PubChem.
# hDAT+cocaine: human DAT dopamine uptake with cocaine, either direction; B-score at 10 µM; LLC-PK1 hDAT cells, [14C]-dopamine uptake with cocaine IC80; actives deviate in either direction; actives 1.3% (n = 110,000); AID 449768; Q01959;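 active means Z score or B-score, a plate-position-corrected score, falls beyond the plate's 99.7% confidence bounds, in either direction; inactive means both scores lie inside the 99.7% bounds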;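 further: scored against the spread of the other compound wells on the same plate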
# PostGolgi yeast: growth inhibition of a yeast mutant, post-Golgi transport screen; post-Golgi transport phenotypic cell assay; inhibition, % at 10 µM; actives 0.9% (n = 98,000);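 further: yeast cells grown in 1536-well plates; yeast grown about 18 h at 30C before absorbance read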
# sEH activator: soluble epoxide hydrolase (human) activation; AID 717; purified human sEH enzymatic activity, activator screen; activation, % at 2 µM; P34913; actives 0.04% (n = 91,000); in the data active means activation above about 37%; further: values of inactives mirror those of a sister screen read the other way
# sEH inh: inhibitors of human soluble epoxide hydrolase; P34913; recombinant human sEH enzymatic activity assay; inhibition, % at 2 µM; actives 0.34% (n = 91,000); AID 707; in the data active means inhibition above about 80%; further: values of inactives mirror those of a sister screen read the other way; many of its hits are not listed in these tables
# PostGolgi ctrl: yeast control strain growth, post-Golgi counter-screen | actives 5% (n = 98,000) | efflux-deficient yeast background strain, growth absorbance A615, 16 h | AID 738 | inhibition, % at 10 µM
# S1P2 antag: blocks the human S1P2 receptor; O95136; cell-based S1P2 antagonist assay, inhibition at 5 uM; inhibition, % at 5 µM; actives 0.21% (n = 97,000); AID 736; in the data active means inhibition above about 45%;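 further: CRE beta-lactamase reporter cells expressing human S1P2 stimulated with S1P; 0% = agonist at EC80 alone and 100% = agonist plus reference antagonist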
# Target sequence (O95136 whole entry, looked up): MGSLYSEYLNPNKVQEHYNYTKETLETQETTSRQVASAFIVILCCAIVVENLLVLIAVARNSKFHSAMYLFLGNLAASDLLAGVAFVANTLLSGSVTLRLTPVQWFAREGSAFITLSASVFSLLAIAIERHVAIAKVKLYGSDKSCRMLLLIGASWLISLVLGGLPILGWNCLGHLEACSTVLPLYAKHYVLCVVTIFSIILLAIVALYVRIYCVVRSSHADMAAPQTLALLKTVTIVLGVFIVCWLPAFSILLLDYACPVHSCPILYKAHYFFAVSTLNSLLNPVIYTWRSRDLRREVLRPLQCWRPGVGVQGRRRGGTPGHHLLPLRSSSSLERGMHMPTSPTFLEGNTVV
# CYP2C19 inhib: blocks human cytochrome P450 2C19; CYP2C19 Supersomes, luciferin-H EGE luminescence, 30 min; inhibition, % at 5 µM; P33261; AID 778; actives 21% (n = 96,000);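 active means CYP2C19 inhibition above a set limit at 5 µM in the primary screen, cut at about 50% in these data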;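 further: plate controls were negative control wells for no effect and 2.5 mM tranylcypromine positive control for full effect; values of inactives mirror those of a sister screen read the other way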
# Target sequence (P33261 whole entry, looked up): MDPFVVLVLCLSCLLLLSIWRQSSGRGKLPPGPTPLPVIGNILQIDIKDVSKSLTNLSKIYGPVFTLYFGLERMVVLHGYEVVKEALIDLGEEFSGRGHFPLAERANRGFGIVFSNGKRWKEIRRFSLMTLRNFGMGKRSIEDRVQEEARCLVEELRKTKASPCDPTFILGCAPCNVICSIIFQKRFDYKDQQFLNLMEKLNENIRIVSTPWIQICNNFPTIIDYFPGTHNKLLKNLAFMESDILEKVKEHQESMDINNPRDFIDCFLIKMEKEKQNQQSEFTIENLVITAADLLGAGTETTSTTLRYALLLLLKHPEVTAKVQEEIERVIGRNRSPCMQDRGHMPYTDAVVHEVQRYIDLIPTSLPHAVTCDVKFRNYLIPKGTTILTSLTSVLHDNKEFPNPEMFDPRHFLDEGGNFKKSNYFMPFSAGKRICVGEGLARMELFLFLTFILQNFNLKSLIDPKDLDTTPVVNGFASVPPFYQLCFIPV
# CYP2C19 activ: cytochrome P450 2C19 (human) activation; P33261; recombinant CYP2C19, luciferin-H EGE luminescence; hits give high values; 0 = fully inhibited enzyme, 1 = untreated enzyme; activation factor at 5 µM; 96,000 tested, under 10 active; AID 1025;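 active means activation factor of at least 2 at 5 µM in the primary screen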;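 further: 0 = wells with 2.5 mM tranylcypromine and 1 = vehicle-only wells; values of inactives mirror those of a sister screen read the other way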
# S1P2 ag: S1P2 (human) receptor agonism | S1P2-expressing cell line, agonist reporter read-out | activation, % at 4.5 µM | actives 0.46% (n = 97,000); in the data active means activation above about 16%;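 further: 0% = vehicle low control and 100% = maximal reference agonist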
# Numbers without * were called inactive; nt = no result given. Unless noted, no stated cut-off is given here; in the data, active means inhibition above about 30%; inactive means the rest. This is a random part of the collection. Share with any hit: about 24%.
SMILES,hDAT+cocaine,PostGolgi yeast,sEH activator,sEH inh,PostGolgi ctrl,S1P2 antag,CYP2C19 inhib,CYP2C19 activ,S1P2 ag
CCOC(=O)CSc1nc2cc(C(=O)NCc3ccco3)ccc2c(=O)n1-c1ccc(F)cc1,-0.385,9.7,nt,nt,5.2,nt,-0.9,1,nt
CCOc1ccc(S(=O)(=O)N(CC(=O)N2CCc3ccccc32)Cc2ccco2)cc1,0.565,-5.2,nt,nt,20.9,nt,92.2*,0.1,nt
CCCN(CC1CC1)S(=O)(=O)c1ccc(S(N)(=O)=O)cc1,0.855,1.7,-7.0,6.7,14.6,-2.4,65.6*,0.3,-0.2
COc1ccc2c(c1OC)C(=O)OC2Nc1ncccc1C (centres undefined),-1.03,3.3,nt,nt,4.7,9.1,-12.2,1.1,-5.2
COc1ccc(OCCSc2nnc(CC(=O)Nc3cccc(Cl)c3Cl)n2C)cc1,0.571,16.0,1.5,-2.0,-1.1,-6.5,-9.6,1.1,-2.5
O=C(NCCc1ccc(F)cc1)N1CCOCC1,-0.0494,5.3,-2.7,6.0,-0.1,-4.6,3.4,1,-4.2
CCCS(=O)(=O)N1CCC(C(=O)N2CCc3ccccc3C2)CC1,-0.0532,0.0,6.3,-5.0,-3.2,23.2,33.9,0.7,-7.2
Cc1cccc(CN2CCN(CC(=O)NCc3ccc(F)cc3)C2=O)c1,-0.0125,nt,5.6,-6.5,nt,-6.2,nt,nt,-4.7
COc1cc(C2C(C(=O)c3ccc(C)o3)=C(O)C(=O)N2c2cc(C)on2)cc(Br)c1O (centres undefined),-0.801,8.9,-7.0,5.9,-7.5,14.6,-4.1,1,-1.7
CCCCN(CC)C(=O)Cc1ccccc1OC,0.0455,-4.7,0.3,-0.6,4.5,5.0,37.5,0.6,-3.5
CCN(c1ccccc1)c1nc2ccsc2c(=O)s1,-0.0345,-4.1,-1.7,2.4,23.8,-2.1,18.2,0.8,-1.3
COC(=O)Nc1ccc(S(=O)(=O)N(C)CC(F)(F)C(F)F)cc1,1.56,0.7,-7.2,9.8,5.5,1.1,58.8*,0.4,-2.7
COc1ccc(NC(=O)CSc2nc3ccccc3cc2Cc2ccccc2)cc1,0.796,10.6,-2.4,4.6,-3.3,9.2,85.2*,0.1,-9.0
COc1ccc(OC)c(S(=O)(=O)Nc2ccc(F)cc2)c1,0.00192,-3.2,-14.1,15.8,11.6,-5.2,51.7*,0.5,-6.8
FC(F)Sc1ccc(NC(=S)NCC2CCCCC2)cc1,-1.24,36.4*,-36.6,36.6,38.2*,3.2,95.9*,0,-2.8
O=C(NCCO)c1cc2ccccc2cc1O,1.17,1.7,3.2,2.1,-3.3,0.1,11.7,0.9,-2.0
CCn1c(COc2ccccc2)nnc1SCC(=O)NC1CCCCC1,1.97,-0.8,-3.8,5.0,-4.8,-12.4,11.3,0.9,-5.5
O=C1CC(c2ccccc2)c2ccc(O)cc2O1 (centres undefined),0.286,0.6,-2.7,0.9,4.2,14.2,45.2,0.5,-1.4
O=C(O)CSCCCC(=O)Nc1ccc(Br)cc1,nt,2.3,-5.9,7.2,-7.9,2.2,-11.9,1.1,-5.5
O=C(CSc1ncnc2ccccc12)NCCCO,0.0115,-3.2,-12.1,11.7,-3.2,5.5,-17.6,1.2,-5.8
CC(=O)N1N=C(c2ccncc2)OC12CCCCC2,-0.715,-15.2,15.7,-12.5,1.5,-13.7,88.4*,0.1,-3.9
Cc1ccc(-n2c(C)cc(/C([O-])=C(/C(=S)Nc3ccc(F)c(Cl)c3)[n+]3ccccc3)c2C)cc1,0.0748,-2.1,6.9,-6.1,26.1,0.9,11.8,0.9,-2.6
CC(=O)Nc1ccccc1-c1ccc(C)o1,0.279,5.8,10.3,-8.2,2.0,-15.2,28.4,0.7,-3.0
CC1=C(C#N)C(c2cn(-c3ccccc3)nc2-c2cccs2)C(C#N)=C(C)N1,0.271,-7.3,3.0,-2.5,0.0,-0.3,73.7*,0.3,-6.0
CCOC(=O)c1nnn(-c2ccccc2C#N)c1C,0.484,3.6,-7.1,8.8,-2.5,-6.2,-17.4,1.2,-6.1
CCc1nc(C)cn1S(=O)(=O)c1cc(Br)c(C)cc1OC,-0.0119,11.6,-5.9,8.0,-0.8,-17.2,61.1*,0.4,-6.8
C=CCn1c(SCC(=O)c2cc(C)n(C(C)COC)c2C)nc2sc(C)c(C)c2c1=O (centres undefined),-0.00363,-3.4,21.6,-22.2,27.9,6.2,88.9*,0.1,-3.6
Cc1ccccc1Nc1nc(N)nc(CN(C)c2ccccc2)n1,0.603,-8.4,nt,nt,3.9,nt,32.3,0.7,nt
CC(=O)c1c(C)n(CCO)c2ccc(O)cc12,1.28,-7.0,-5.7,6.2,-1.4,17.0,4.2,1,-3.6
O=C(O)c1cccc(CN2C(=O)SC(Nc3ccccc3)C2=O)c1 (centres undefined),0.268,3.6,nt,nt,1.4,nt,-15.9,1.2,nt
CCCC(=O)NCCCc1nc2ccccc2n1C(C)C,-0.502,2.8,-10.5,13.6,4.7,-1.9,7.1,0.9,-2.5
CCn1c(COc2ccc(C)cc2)nnc1SCc1nc2ccccc2[nH]1,0.666,-1.1,-12.6,13.6,8.2,2.0,29.0,0.7,-3.7
CCSc1nc(N2CCOCC2)c2c(c1C#N)CCCC2,0.525,8.1,1.9,1.0,40.5*,17.1,69.8*,0.3,-1.8
C(=C\c1ccco1)/C=N/n1cnnc1,-0.67,1.3,nt,nt,-6.7,nt,32.0,0.7,nt
N#Cc1ccsc1NC(=O)c1cnccn1,-0.944,-12.2,-10.9,11.9,26.0,11.5,nt,nt,-7.6
Cc1nc2ccc(Nc3nc4cc(S(=O)(=O)N5CCOCC5)ccc4o3)cc2s1,0.961,-1.0,nt,nt,23.6,3.5,21.4,0.8,-3.7

# Next section; the last 6 above are carried over.
SMILES,hDAT+cocaine,PostGolgi yeast,sEH activator,sEH inh,PostGolgi ctrl,S1P2 antag,CYP2C19 inhib,CYP2C19 activ,S1P2 ag
CCCC(=O)NCCCc1nc2ccccc2n1C(C)C,-0.502,2.8,-10.5,13.6,4.7,-1.9,7.1,0.9,-2.5
CCn1c(COc2ccc(C)cc2)nnc1SCc1nc2ccccc2[nH]1,0.666,-1.1,-12.6,13.6,8.2,2.0,29.0,0.7,-3.7
CCSc1nc(N2CCOCC2)c2c(c1C#N)CCCC2,0.525,8.1,1.9,1.0,40.5*,17.1,69.8*,0.3,-1.8
C(=C\c1ccco1)/C=N/n1cnnc1,-0.67,1.3,nt,nt,-6.7,nt,32.0,0.7,nt
N#Cc1ccsc1NC(=O)c1cnccn1,-0.944,-12.2,-10.9,11.9,26.0,11.5,nt,nt,-7.6
Cc1nc2ccc(Nc3nc4cc(S(=O)(=O)N5CCOCC5)ccc4o3)cc2s1,0.961,-1.0,nt,nt,23.6,3.5,21.4,0.8,-3.7
CCOC(=O)c1sc(NC(=S)NC(=O)c2cccc(Cl)c2)c(C(=O)OCC)c1C,nt,3.0,-6.4,8.9,6.4,10.8,-7.9,1.1,-3.8
COc1ccc(-c2nc(C#N)c(N3CCc4ccccc4C3)o2)cc1OC,1.01,4.6,-6.3,8.0,32.9*,-6.0,55.2*,0.4,-2.3
CCCCOC(=O)Nc1nnc(-c2ccccc2OC)s1,-0.0951,-0.5,1.5,0.6,13.4,-14.3,13.1,0.9,-1.0
Cc1c(NC(=O)CC(=O)Nc2c(C)n(C)n(-c3ccccc3)c2=O)c(=O)n(-c2ccccc2)n1C,-1.37,13.9,16.9,-19.5,8.7,12.8,27.6,0.7,-0.8
COc1ccc(C2CC(c3cccc(OC)c3OC)n3nnnc3N2)cc1 (centres undefined),0.011,3.8,nt,nt,11.9,nt,95.6*,0,nt
CCOC(=O)N1CCC(NC(=O)CS(=O)(=O)Cc2nc(-c3ccc(C)cc3)oc2C)CC1,-0.0551,12.7,-20.8,23.6,-2.0,6.0,7.5,0.9,-2.5
COC(=O)C1=C(C)n2nnnc2NC1c1cc2ccccc2o1 (centres undefined),0.219,6.0,nt,nt,1.2,nt,43.2,0.6,nt
COC(=O)Nc1nnc(Cc2ccc(Cl)cc2)s1,-0.283,14.9,7.4,-8.4,16.2,10.7,48.1,0.5,-2.9
COc1ccc(-c2nn(-c3ccccc3)cc2CO)cc1,1.27,7.5,14.8,-14.2,12.2,-6.2,3.5,1,-2.2
Cc1ccc(S(=O)(=O)NC2=NCN(CCOC(=O)c3ccccc3)CN2)cc1,-0.504,-2.8,3.6,-3.0,4.5,-2.9,37.1,0.6,-3.8
CS(=O)(=O)N(CC(=O)N1CCN(c2ccccc2F)CC1)c1cccc(C(F)(F)F)c1,-0.146,-3.8,-9.1,8.8,5.2,19.8,6.9,0.9,-4.8
CN(C)c1ccc(/C=C/c2cc[n+](C)cc2)cc1,-3.71*,-5.7,7.5,-10.7,1.8,3.9,0.3,1,-2.1
CCOc1ccc(OCC)c(-c2c(=O)n(OCc3ccc(Cl)cc3)c3ccccc3[n+]2[O-])c1,0.256,-2.3,3.1,-1.0,11.6,-2.4,76.2*,0.2,-7.0
O=c1[nH]cnc2nn(-c3ccccc3)nc12,-1.46,-2.0,nt,nt,7.2,nt,24.6,0.8,nt
CCc1ccc(N2CC(C(=O)OCC(=O)Nc3cc(C)on3)CC2=O)cc1 (centres undefined),-0.0103,-2.0,3.8,-6.4,4.6,14.8,13.1,0.9,-2.1
Cc1ccccc1N1C(=O)c2sc3nc4c(c(=O)n3c2C1=O)CCC4,-1.29,-3.3,-3.5,7.3,1.2,8.8,14.6,0.9,-3.7
O=C(CN1C(=O)CC(c2ccco2)Sc2ccccc21)Nc1ccccc1F (centres undefined),0.365,3.4,-10.9,10.9,17.4,8.4,nt,nt,-6.0
O=C(Nc1ccccc1)c1cc(-c2ccccc2Cl)no1,-0.00379,-29.9,-0.6,-1.4,-0.1,-36.7,42.5,0.6,-2.6
CC(=O)Nc1ccc(SC(C)C(=O)NC(N)=O)cc1 (centres undefined),0.645,1.0,3.7,-0.9,13.3,-4.3,-16.2,1.2,-0.8

# Complete entries as entered above. Values in the order: hDAT+cocaine	PostGolgi yeast	sEH activator	sEH inh	PostGolgi ctrl	S1P2 antag	CYP2C19 inhib	CYP2C19 activ	S1P2 ag
# CCc1ccc(N2CC(C(=O)OCC(=O)Nc3cc(C)on3)CC2=O)cc1 (centres undefined) across the screens: -0.0103	-2.0	3.8	-6.4	4.6	14.8	13.1	0.9	-2.1
# CCOc1ccc(OCC)c(-c2c(=O)n(OCc3ccc(Cl)cc3)c3ccccc3[n+]2[O-])c1 across the screens: 0.256	-2.3	3.1	-1.0	11.6	-2.4	76.2*	0.2	-7.0
# O=C(Nc1ccccc1)c1cc(-c2ccccc2Cl)no1 across the screens: -0.00379	-29.9	-0.6	-1.4	-0.1	-36.7	42.5	0.6	-2.6
